DT40 TDP1 no CPT – qHTS for Inhibitors of human tyrosyl-DNA phosphodiesterase 1 (TDP1): qHTS in cells in absence of CPT. Potency, µM (doses to about 46.2 µM), without a hit: at the highest dose activity change, negative = growth inhibition, hits mostly inhibitors. DT40 Tdp1-/- hTDP1 cells, no CPT, ATP luminescence, 48 h. 15% of 420,000 active. AID 686978, 2013; also: nearly all actives have a fitted effect of over 55% in size
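Chicken DT40 Tdp1-/- cells stably complemented with human TDP1 were seeded at 400 cells/well with DMSO in place of 20 nM camptothecin. After compound pinning, cells grew at least 48 hr at 37 °C; viability read by CellTiter-Glo luminescence.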
KAT2A inh – blocks human GCN5L2 histone acetyltransferase | AID 504327 | GCN5L2 HAT assay, ThioGlo1 CoA-SH fluorescence | 0.21% of 390,000 active | Q92830 | Potency, µM (top dose mostly 58.9 µM), for inactives: top-dose activity change, negative = inhibition, usual class: inhibitors
Target sequence (Q92830 whole entry, looked up): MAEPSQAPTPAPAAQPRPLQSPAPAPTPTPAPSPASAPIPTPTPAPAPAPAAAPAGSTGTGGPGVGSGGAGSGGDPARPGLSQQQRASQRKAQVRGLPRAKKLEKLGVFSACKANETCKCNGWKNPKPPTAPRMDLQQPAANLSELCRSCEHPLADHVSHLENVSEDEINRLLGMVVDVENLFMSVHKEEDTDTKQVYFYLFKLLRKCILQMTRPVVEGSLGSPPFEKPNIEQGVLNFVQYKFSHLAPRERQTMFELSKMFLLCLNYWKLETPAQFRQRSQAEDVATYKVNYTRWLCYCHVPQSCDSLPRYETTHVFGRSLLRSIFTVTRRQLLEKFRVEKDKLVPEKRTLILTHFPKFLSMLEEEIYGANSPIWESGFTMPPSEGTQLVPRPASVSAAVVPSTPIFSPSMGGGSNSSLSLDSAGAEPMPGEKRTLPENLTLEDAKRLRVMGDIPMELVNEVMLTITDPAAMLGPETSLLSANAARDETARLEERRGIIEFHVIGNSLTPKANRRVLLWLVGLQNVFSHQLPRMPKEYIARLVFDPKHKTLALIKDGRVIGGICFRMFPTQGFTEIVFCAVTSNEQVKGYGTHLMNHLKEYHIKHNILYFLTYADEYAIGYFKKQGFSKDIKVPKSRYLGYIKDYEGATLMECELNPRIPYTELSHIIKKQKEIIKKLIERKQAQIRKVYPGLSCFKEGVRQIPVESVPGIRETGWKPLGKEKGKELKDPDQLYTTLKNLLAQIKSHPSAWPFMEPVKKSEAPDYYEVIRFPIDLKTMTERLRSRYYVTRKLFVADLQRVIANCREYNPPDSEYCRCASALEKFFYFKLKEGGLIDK
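GCN5L2 (20 nM) in 50mM HEPES pH 7.5, 0.1mM EDTA, 0.01% Tween-20 preincubated 15 min with compounds at room temperature. Reaction started with H3(1-25) 75uM, acetyl-CoA 70uM, ThioGlo1 50uM; CoA-thiol fluorescence (Ex340/Em540) read at 0 and 20 min.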
DT40 TDP1 CPT – DT40-hTDP1 cell growth loss with CPT; chicken DT40 Tdp1-/-;hTDP1 cells + 20 nM CPT, ATP luminescence, 48 h; Potency, µM (top dose mostly 46.2 µM), for the others: at the top dose activity change, negative = growth inhibition, most hits filed as inhibitors; 12% of 420,000 active; also: nearly all actives have a fitted effect of over 55% in size
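Chicken DT40 Tdp1-/- cells stably complemented with human TDP1 were seeded at 400 cells/well in medium containing 20 nM camptothecin, exposed to pin-transferred compounds, and grown at 37 °C for at least 48 hr. Viability was read as ATP luminescence.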
* hit, by the source's call; ? = inconclusive; . = not tested or not shown; & = joins results of further samples; [ ] = remark or other dose. Calls follow the shape of the dose curve; as a rule, active = well fitted curve in the direction sought with a large enough effect; inconclusive = small, poorly fitted or top-dose-only effect, or another doubt; inactive = no such curve, though single readings can be large; an effect the other way counts as inactive or inconclusive. % is scaled to controls: 0 for no effect and ±100 for the full control effect; potency is read from the fitted curve at half-maximal effect. Rows are unselected, and some 18% of all compounds hit somewhere here.

SMILES | DT40 TDP1 no CPT | KAT2A inh | DT40 TDP1 CPT
CSc1nnc(C(C)(C)C)c(=O)n1/N=C/c1ccc(C(C)C)cc1 | ? | -1% | -4%
CC(C)N(C)Cc1nnnn1CC(=O)NCc1cc(F)cc(C(F)(F)F)c1 | 1% | -4% | -17%
O=[N+]([O-])c1ccc(/C=N\O)o1 | ? | . | ?
CN(C)CCCNC(=O)c1ccc(Oc2ccccc2)cc1 | ? | -4% | -11%
O=C(COC(=O)Cn1cnc2ccccc21)Nc1ccc(Br)cc1 | 10% | . | -6%
O=S1(=O)CC(N2CCC(Cc3ccccc3)CC2)CN1Cc1ccc(F)cc1 (stereo not given) | 13µM* | . | 26µM*
O=C(CNC(=O)c1ccccc1F)OC1CCOC1=O (stereo not given) | 5% | -2% | 1%
CC1=C(C#N)C(NC(=O)c2ccc(Cl)cc2)(C(F)(F)F)C(=O)N1 (stereo not given) | -3% | -3% | -3%
COc1ccccc1NC(=S)N(Cc1ccc(C(=O)O)cc1)Cc1ccc(OC)c(OC)c1 | 0% | 2% | -13%
CC(=O)Nc1c(S(=O)(=O)c2ccccc2)c2nc3ccccc3nc2n1Cc1ccccc1 | -13% | -7% | -3%

The list goes on, starting with the last 2 of the part before.
SMILES | DT40 TDP1 no CPT | KAT2A inh | DT40 TDP1 CPT
COc1ccccc1NC(=S)N(Cc1ccc(C(=O)O)cc1)Cc1ccc(OC)c(OC)c1 | 0% | 2% | -13%
CC(=O)Nc1c(S(=O)(=O)c2ccccc2)c2nc3ccccc3nc2n1Cc1ccccc1 | -13% | -7% | -3%
CCN(CC)CCNC(=O)c1cn(CC)c2ccc(S(=O)(=O)N3CCc4ccccc4C3)cc2c1=O | ? | 1%&-2% | ?
N#Cc1c(NC(=O)CS(=O)(=O)c2ccc(Cl)cc2)sc2c1CCCCC2 | ? | -11% | ?
Cc1ccc(CN(C(=O)COc2ccc(Cl)cc2Cl)C2CCS(=O)(=O)C2)o1 (stereo not given) | ? | 1% | ?
Cc1nc2c(C(=O)NCc3ccccc3Cl)c[nH]n2c(=O)c1Cl | -3% | -17% | 2%
Cc1sc2ccccc2[n+]1Cc1ccccc1 | 1.1µM* | . | 0.79µM*
CC(=O)N1c2ccc(S(=O)(=O)N3CCCC(C(=O)NCc4ccccc4)C3)cc2CC1C (stereo not given) | ? | 4% | -24%
CCN1CCN(C(=O)C2CCN(Cc3cc(Cl)ccc3O)CC2)CC1 | -5% | -6%[0.501 µM] | -7%
Cc1cccc(C)c1NC(=S)N1CCCN(C)CC1 | 14% | -5% | 0%
CCOC(=O)c1csc(-c2csc(CCNC(=O)c3ccccc3)n2)n1 | ? | . | ?
O=C(COc1ccc(Br)cc1F)NCC1(N2CCCCC2)CCCCC1 | ? | -4% | -8%

Grouped by structure, the compounds so far with fluorine.
SMILES | DT40 TDP1 no CPT | KAT2A inh | DT40 TDP1 CPT
CC(C)N(C)Cc1nnnn1CC(=O)NCc1cc(F)cc(C(F)(F)F)c1 | 1% | -4% | -17%
O=S1(=O)CC(N2CCC(Cc3ccccc3)CC2)CN1Cc1ccc(F)cc1 (stereo not given) | 13µM* | . | 26µM*
O=C(CNC(=O)c1ccccc1F)OC1CCOC1=O (stereo not given) | 5% | -2% | 1%
CC1=C(C#N)C(NC(=O)c2ccc(Cl)cc2)(C(F)(F)F)C(=O)N1 (stereo not given) | -3% | -3% | -3%
O=C(COc1ccc(Br)cc1F)NCC1(N2CCCCC2)CCCCC1 | ? | -4% | -8%

Continued.
SMILES | DT40 TDP1 no CPT | KAT2A inh | DT40 TDP1 CPT
COc1ccc(/C=N\NC(=O)c2ccccc2F)cc1COc1ccc(F)cc1F | 2.6µM* | -13% | 2.6µM*
CCCNC(=O)C(Cc1ccc(Cl)cc1)NC(=O)c1ccc(C#N)cc1 (stereo not given) | ? | 0% | -3%
COc1cc(OC)cc(-c2nnc(N(C)C(=O)c3ccncc3)s2)c1 | ? | -4% | -17%
CC1(c2nnc(-c3ccccc3)o2)CC(c2ccccc2)=NO1 (stereo not given) | ? | . | ?
Cc1ccc(C(=O)CCC(=O)NN2C(=O)NC3(CCCCC3)C2=O)cc1 | -8% | -25% | 0%
O=c1c2c(C(F)(F)F)cc(C(F)(F)F)nc2[nH]n1-c1ccccc1 | ? | 2% | 14µM*
COc1cccc(-n2c(SCC(=O)N3CCCc4ccccc43)nc3c([nH]c4ccccc43)c2=O)c1 | ? | -18% | ?
O=C1CCC(=O)N1c1nc2n(n1)C(c1ccccc1)C=C(c1ccc(Br)cc1)N2 (stereo not given) | -17% | ? | -20%
CCOC(=O)c1oc2c(c1C)-c1nn(Cc3c(F)cccc3Cl)cc1CC2 | ? | -4% | -1%
NC(=O)C1CCN(C(=O)c2ccc3ccccc3c2)CC1 | -8% | -5% | 2%

Compound profiles, from the list above. Values in the order: DT40 TDP1 no CPT	KAT2A inh	DT40 TDP1 CPT
Profile of CSc1nnc(C(C)(C)C)c(=O)n1/N=C/c1ccc(C(C)C)cc1 → ?	-1%	-4%
Profile of CC1=C(C#N)C(NC(=O)c2ccc(Cl)cc2)(C(F)(F)F)C(=O)N1 (stereo not given) → -3%	-3%	-3%

Carrying on:
SMILES | DT40 TDP1 no CPT | KAT2A inh | DT40 TDP1 CPT
Cc1ccc(S(=O)(=O)N2CCCCC2)cc1C(=O)N(C)CC(=O)Nc1ccc(Cl)c(C(F)(F)F)c1 | ? | -13% | ?
CCOC(=O)c1ccccc1NS(=O)(=O)c1ccccc1 | -17% | 2% | -12%
N/C(=N\OC(=O)/C=C/c1ccccc1)c1ccc(Br)cc1 | -12% | 7% | 9%
CCOC(=O)CCSc1nc(C)c2cc(C)ccc2n1 | -25% | -6% | -16%
COc1ccc(OC)c(NC(=O)Nc2nc(C(N)C(C)C)cs2)c1 (stereo not given) | ? | . | ?
CC1(C(=O)NS(=O)(=O)c2ccccc2OC(F)(F)F)CCN1C(=O)c1ccccc1 (stereo not given) | -3% | . | 2%
CN(CC(=O)NCc1ccc(F)cc1)S(=O)(=O)c1ccc(Br)s1 | -2% | -5% | -12%
COC(=O)CCN1CCC2CC1c1cc(-c3cccc(C)c3)ccc12 (stereo not given) | -15% | . | ?
COCc1[nH]nc2c1C(c1c(F)cccc1Cl)C(C#N)=C(N)O2 (stereo not given) | ? | -16% | -20%
CS(=O)(=O)c1ccc(Cl)c(NC(=O)COC(=O)c2ccc(-n3cnnn3)cc2)c1 | -13% | -5% | -1%
CCCN1CNc2c(c(=O)[nH]c(=S)n2CCc2cccs2)C1 | -13% | . | -26%
CN1CCN(c2ncc3nc(-c4cc(F)cc(F)c4)c(=O)n(CCc4ccccc4)c3n2)CC1 | -21% | -11% | 8%
Cn1c(SCc2n[nH]c(=S)o2)nnc1-c1ccccc1 | -3% | 2% | -4%
Cn1c(=O)n(Cc2ccc(Cl)cc2)c(=O)c2c1nc1n2CCN1Cc1ccco1 | 15µM* | -3% | ?
CCCNC(=O)c1ccc2c(c1)N=C(CCC)c1ccccc1S2 | 0.73µM* | -1% | 1.2µM*
Cc1cc(C)c(S(=O)(=O)/N=C2\C=C(Nc3ccc(C(=O)O)cc3)C(=O)c3ccccc32)c(C)c1 | 3.7µM* | -20% | 3.7µM*
Cc1ccccc1CN(CC1CCC(C(=O)O)CC1)C(=S)Nc1ccccc1F (stereo not given) | -6% | -9% | -13%
COC(=O)CC1C(=O)NCCN1C(=O)Nc1cccc(Cl)c1 (stereo not given) | 3% | -5% | 0%
O=C(c1cc(-c2cccs2)on1)N1CCN(c2ccccc2)CC1 | -23% | -7% | -29%
CCCN(C(=O)Cc1nc(-c2ccc(OC)cc2)no1)c1ccccc1C | ? | -8% | 21µM*
Cc1cc(C(=O)Nc2sc3c(c2C#N)CCC(C(C)(C)C)C3)no1 (stereo not given) | ? | -18%[0.501 µM] | ?
CCCc1nn2c(=O)cc(COC(=O)c3cccc(NC(=O)c4cccs4)c3)nc2s1 | ? | 5% | ?
CC(C)c1ccccc1NC(=S)NC1CCCCC1 | ? | 1% | -2%
CCC(CC)C(=O)NCc1ccc2c(c1)cc(C)n2C | ? | -10% | 10µM*
N#CCCN(/N=C/c1cccnc1)C1=NS(=O)(=O)c2ccccc21 | ? | -7% | -23%
COC(=O)c1cn(-c2ccccc2)c(C)c1C(=O)OC | -27% | -2% | -5%
Cc1cccc(C(=O)NC2CCN(CC(=O)NCc3cccs3)CC2)c1 | -17% | -4% | 33%[activator]
O=C(Nc1ccccc1N1CCCCC1)c1ccc(Cl)cc1 | -26% | -9% | -14%
CC(C)N(CC(N)=O)C(=O)Cc1coc2cc3c(cc12)CCC3 | 0% | -6% | -1%
O=C(NC1CCSc2ccccc21)c1cccc(OC(F)F)c1 (stereo not given) | -17% | -4% | -18%
O=C(O)c1ccc(Oc2cc(Oc3ccc(C(=O)O)cc3)cc([N+](=O)[O-])c2)cc1 | -7% | -6% | -5%
CCOC(=O)c1cc(S(=O)(=O)N2CCN(c3ccc(C(C)=O)cc3)CC2)[nH]n1 | 16µM* | 11% | 18µM*
NC(=O)N/N=C/c1ccc(-c2ccc([N+](=O)[O-])cc2)o1 | ? | 0% | 13%
NS(=O)(=O)c1ccc(CCNC(=O)CCCCCn2c(=O)[nH]c3ccccc3c2=O)cc1 | -13% | 2% | -16%
CC(C)(C)NS(=O)(=O)c1cccc(S(=O)(=O)c2cccc(S(=O)(=O)NC(C)(C)C)c2)c1 | ? | 2% | 23µM*
COc1ccc(NC(=O)N2c3ccccc3C(C)=CC2(C)C)cc1 | -20% | 3% | 4%
O=c1c2cc(Cl)ccc2nc(-c2ccccc2)n1O | -20% | -7% | -1%
CN(C)c1ccc(CN2CCC(C(=O)NC(c3ccc(F)cc3)c3ccc4ccccc4n3)CC2)cc1 (stereo not given) | 23µM* | . | ?
C#Cc1ccc(NC(=O)C2(C)CCN2C(=O)CC(c2ccccc2)c2ccccc2)cc1 (stereo not given) | ? | . | 16µM*
Cc1ccc(NC(=O)C2CC2C)cc1S(=O)(=O)N1CCOCC1 (stereo not given) | -21% | -1% | -6%

Arranged by formula weight (smallest number first): part of the list above.
SMILES | DT40 TDP1 no CPT | KAT2A inh | DT40 TDP1 CPT
NC(=O)N/N=C/c1ccc(-c2ccc([N+](=O)[O-])cc2)o1 | ? | 0% | 13%
COc1ccc(NC(=O)N2c3ccccc3C(C)=CC2(C)C)cc1 | -20% | 3% | 4%
O=C(O)c1ccc(Oc2cc(Oc3ccc(C(=O)O)cc3)cc([N+](=O)[O-])c2)cc1 | -7% | -6% | -5%
NS(=O)(=O)c1ccc(CCNC(=O)CCCCCn2c(=O)[nH]c3ccccc3c2=O)cc1 | -13% | 2% | -16%
CN(C)c1ccc(CN2CCC(C(=O)NC(c3ccc(F)cc3)c3ccc4ccccc4n3)CC2)cc1 (stereo not given) | 23µM* | . | ?

The list continues:
SMILES | DT40 TDP1 no CPT | KAT2A inh | DT40 TDP1 CPT
CCCn1c(=S)[nH]c2cc(C(=O)N3CCN(C4CCCCC4)CC3)ccc2c1=O | ? | -3% | ?
COC(=O)CNc1nc(-c2ccncc2)nc2ccccc12 | ? | -2% | -12%
CC(C)N(c1ccccc1)c1ccc(NC(=O)CCl)cc1 | 2.6µM* | -17% | 16µM*
O=C(NC1CCS(=O)(=O)C1)/C(=C/c1ccc(Cl)cc1)NC(=O)c1ccccc1 (stereo not given) | 5% | 3% | 24%

Source: PubChem (National Center for Advancing Translational Sciences (NCATS))
